Nrf2 ARE act = qHTS of Nrf2 Activators. Potency, µM (doses to about 46.1 µM), for inactives: at the highest dose activation, usual class: activators. 410,000 compounds, 0.31% hits. AREc32 ARE-luciferase reporter (MCF7-derived line), luminescence, 24 h; also: % of control where 0% means no effect; nearly all actives have a fitted effect of over 65% in size
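Steps: seed AREc32_Fluc cells (1000/well, 5% FBS OPTI-MEM); incubate overnight at 37 deg C; add 23 nL compound; incubate 24 hr; add Steady-Glo; hold 30 min RT; read luminescence.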
S2 tox = Viability Counterscreen for Primary qHTS for Inhibitors of ATXN expression; S2 cells (HEK-293 line with an ATXN2-luciferase reporter) viability, CellTiter-Fluor protease fluorescence, 24 h; 400,000 compounds, 0.49% hits; Potency, µM (titrated, usually from 56.7 µM), actives largely listed as cytotoxic; also: nearly all actives have a fitted effect of over 40% in size
Nrf2 block = Nrf2 qHTS screen for inhibitors. Potency, µM (series often up to 46 µM), for the others: top-dose activity change, negative = inhibition, hits mostly inhibitors. 360,000 compounds, 2.1% hits. AID 504444, 2011. A549 ARE-Fluc reporter, luciferase luminescence, 18-24 h; also: % is scaled to controls: 0 for no effect and ±100 for the full control effect; nearly all actives have a fitted effect of over 60% in size
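Two sequential reads on A549 ARE_Fluc cells exposed to compound for 18-24 h: a CellTiter-Fluor fluorescence read for viability, then a luciferase luminescence read for Nrf2/ARE activity.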
TGFb SMAD3 inh = qHTS for Inhibitors of TGF-b | HepG2 CAGA-GFP TGF-b/SMAD3 reporter, GFP fluorescence, 18 h; TGF-beta stimulated, 500 pg/mL final | Potency, µM (highest dose often 46.1 µM), without a hit: at the highest dose activity, negative = inhibition, usual class: inhibitors | 410,000 compounds, 1.2% hits | AID 588855, 2011; also: % is scaled to controls: 0 for no effect and ±100 for the full control effect; nearly all actives have a fitted effect of over 65% in size
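Smad-responsive CAGA-GFP expression was quantified in HEPG2 cells exposed to compounds and 500 pg/mL final TGF-beta for 18 h at 37 degrees C; unstimulated wells defined full inhibition.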
EPAC2 antagonist = qHTS for Antagonist of cAMP-regulated guanine nucleotide exchange factor 2 (EPAC2): primary screen; Potency, µM (top dose mostly 114 µM), for inactives: at the highest dose activity, negative = inhibition, most hits filed as inhibitors; 360,000 compounds, 0.18% hits; EPAC2 GEF exchange of Rap1B-BODIPY-GDP, fluorescence; Rap guanine nucleotide exchange factor 4 (Homo sapiens), Q8WZA2; AID 720708, 2013; also: % is scaled to controls: 0 for no effect and ±100 for the full control effect; nearly all actives have a fitted effect of over 45% in size; many of its hits are not listed in these tables
Target sequence (Q8WZA2 whole entry, looked up): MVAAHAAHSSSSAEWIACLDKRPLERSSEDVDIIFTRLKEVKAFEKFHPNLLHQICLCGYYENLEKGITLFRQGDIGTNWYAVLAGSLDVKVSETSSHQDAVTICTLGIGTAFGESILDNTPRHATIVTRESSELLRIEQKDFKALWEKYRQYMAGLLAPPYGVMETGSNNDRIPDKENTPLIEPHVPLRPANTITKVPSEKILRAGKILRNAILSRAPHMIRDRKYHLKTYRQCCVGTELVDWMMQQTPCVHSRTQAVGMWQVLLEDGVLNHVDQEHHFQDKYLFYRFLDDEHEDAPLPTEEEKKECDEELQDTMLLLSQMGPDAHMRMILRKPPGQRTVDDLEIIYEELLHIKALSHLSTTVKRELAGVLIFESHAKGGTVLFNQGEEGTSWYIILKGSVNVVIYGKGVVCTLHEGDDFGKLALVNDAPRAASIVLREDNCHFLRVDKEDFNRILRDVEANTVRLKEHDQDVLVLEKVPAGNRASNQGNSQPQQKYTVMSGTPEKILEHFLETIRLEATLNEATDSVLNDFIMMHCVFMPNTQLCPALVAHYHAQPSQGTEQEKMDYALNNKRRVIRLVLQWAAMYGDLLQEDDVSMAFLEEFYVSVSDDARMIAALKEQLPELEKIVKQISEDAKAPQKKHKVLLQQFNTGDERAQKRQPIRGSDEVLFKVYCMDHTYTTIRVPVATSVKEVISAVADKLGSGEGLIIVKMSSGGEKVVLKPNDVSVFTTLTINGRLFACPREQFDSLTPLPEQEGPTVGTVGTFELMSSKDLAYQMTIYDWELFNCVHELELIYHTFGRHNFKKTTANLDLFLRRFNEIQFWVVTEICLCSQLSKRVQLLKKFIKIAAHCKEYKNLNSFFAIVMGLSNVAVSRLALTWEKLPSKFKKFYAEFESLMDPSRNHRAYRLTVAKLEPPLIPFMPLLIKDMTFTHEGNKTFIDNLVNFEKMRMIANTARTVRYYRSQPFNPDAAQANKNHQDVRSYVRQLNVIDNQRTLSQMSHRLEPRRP
MCF10A rereplic = A quantitative high throughput screen for small molecules that induce DNA re-replication in MCF 10a normal breast cells; MCF 10A DNA re-replication, Hoechst nuclear intensity, 48 h; Potency, µM (top dose mostly 46.1 µM), inactives show at the top dose activity, positive = re-replication, hits mostly activators; 350,000 compounds, 2.9% hits; also: % of control where 0% means no effect; nearly all actives have a fitted effect of over 50% in size
A549 viability = Nrf2 qHTS screen for inhibitors: counterscreen for cytotoxicity; A549 ARE-Fluc cells, CellTiter-Fluor viability, 18-24 h; Potency, µM (top dose mostly 46 µM), for inactives: top-dose activity change, negative = cytotoxicity, hits mostly inhibitors; 390,000 compounds, 0.16% hits; AID 504648, 2011; also: % is scaled to controls: 0 for no effect and ±100 for the full control effect
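Cytotoxicity counterscreen: CellTiter-Fluor fluorescence was measured in A549 ARE_Fluc cells after 18-24 h of compound exposure in a concentration series. The subsequent BugLite luminescent read reports ARE-luciferase activity.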
ATXN2 expr inh = Primary qHTS for Inhibitors of ATXN expression | HEK-293 ATXN2-luciferase reporter, luminescence, 24 h | Potency, µM (top dose mostly 57 µM), for inactives: at the top dose activity change, negative = inhibition, hits mostly inhibitors | 360,000 compounds, 0.72% hits | AID 1745845, 2022; also: % is scaled to controls: 0 for no effect and ±100 for the full control effect; nearly all actives have a fitted effect of over 55% in size
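qHTS (up to 57 uM final) was run with 24 h compound exposure of reporter cells at 37 °C. Each well was multiplexed: SteadyGlo luminescence measured ATXN2-luciferase expression after a fluorogenic Gly-Phe-AFC viability readout (25 uM final).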
HepG2 tox = qHTS for Inhibitors of TGF-b: Cytotox Counterscreen. 410,000 compounds, 0.76% hits. Potency, µM (highest dose often 46.1 µM), inactives show at the top dose activity change, negative = cytotoxicity, usual class: cytotoxic. HepG2 CAGA-GFP viability, ATP luminescence, 18 h. AID 588856, 2011; also: some results filed as inactive show a strong effect at the top dose
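HepG2 CAGA-GFP cells (1000/well, DMEM with 1% FBS) received compound, then TGF-beta at 500 pg/mL final, and were incubated 18 hours at 37 degrees C. Viability was read by CellTiter-Glo luminescence. Media-only wells were set as complete cell-killing and DMSO as no toxicity.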
* = called active by the depositor; i = inactive; ? = inconclusive; / = no result given; & = joins results of further samples; [ ] = dose if it differs, or a comment. Calls follow the shape of the dose curve; as a rule, active = well fitted curve in the direction sought with a large enough effect; inconclusive = small, poorly fitted or top-dose-only effect, or another doubt; inactive = no such curve, though single readings can be large; an effect the other way counts as inactive or inconclusive. Potency is read from the fitted curve at half-maximal effect. An excerpt. The share of hits here may be higher or lower than overall.

SMILES	Nrf2 ARE act	S2 tox	Nrf2 block	TGFb SMAD3 inh	EPAC2 antagonist	MCF10A rereplic	A549 viability	ATXN2 expr inh	HepG2 tox
O=C(O)C1CCN(S(=O)(=O)c2ccc(N3CCC(O)CC3)c([N+](=O)[O-])c2)CC1	-0.5%	?	6%	7%	8%	13%	0%	2%	8%
CC(C)c1ccc(CN2CCC(C(=O)NCc3cccnc3)CC2)cc1	-0.1%	i	-11%	-6%	-2%	4%	-6%	-5%	1%
O=C(CCc1ccc(S(=O)(=O)NCc2ccccc2)cc1)NCc1ccc2c(c1)OCO2	-0.2%	i	/	29%	1%	-5%	0%	-1%	-13%
CCOC(=O)c1sc(=S)n(CC)c1NC(=O)c1ccccc1	-0.5%	i	-3%	-6%	3%	-5%	2%	-27%	-34%
COc1cccc(NC(=O)COC(=O)CCCc2c[nH]c3ccccc23)c1	-1.0%	i	7%	7%	-8%	-4%	-3%	8%	-14%
CC(C)c1ccc(OCCCCN2CCCCC2)cc1	1.6%	i	10%	3%	-1%	?	-2%	-5%	-18%
CCC1S/C(=C(\C#N)C(=O)NCc2ccco2)N(c2ccc(Br)cc2)C1=O (configuration not stated)	13%	i	-9%	13%	11%	18%	-4%	-4%	-2%
Cc1ccc(C)n1-c1c(C(=O)NCCCN2CCN(c3ccc(F)cc3)CC2)sc2ncccc12	8.4%	i	/	?	/	/	-3%	-21%	-33%
O=C1C2C3C=CC(C3)C2C(=O)N1CCN1CCN(S(=O)(=O)c2ccc3ccccc3c2)CC1 (configuration not stated)	0.5%	i	-7%	?	1%	10%	0%	-10%	-17%
CCCCn1c(SC(C)C(N)=O)nc2cc(C(=O)OC)ccc2c1=O (configuration not stated)	-0.1%	i	25%	-13%	-3%	2%	5%	-4%	2%
COCCNC(=O)C(=O)NNC(=O)c1ccccc1OC	8.5%	i	?	0%	-5%	2%	-1%	0%	-15%
CSc1[nH]c(=O)c(C(=O)O)cc1C#N	2.1%	i	6%	-23%	3%	-8%	-3%	2%	-3%
O=C(c1noc2c1CSc1ccccc1-2)N1CCN(c2ccc(Cl)cc2)CC1	0.1%	i	13%	-10%	4%	-1%	-1%	3%	11%
CCCn1ncc(CN2CCN(Cc3ccsc3)C(CCO)C2)c1C (configuration not stated)	-0.4%	i	2%	4%	-6%	-3%	-3%	8%	-5%
CSCC[C@H](NC(=O)OC(C)(C)C)C(=O)N1CCC(C(=O)NCC(=O)Nc2ccc(C)cc2)CC1	0.2%	i	-2%	-3%	5%	-1%	-1%	0%	-16%
O=c1[nH]c(=O)n(C2CCCCC2)c(O)c1C1=Nc2ccccc2SC(c2ccc(Cl)cc2)C1 (configuration not stated)	3.7%	i	2%	23%	/	/	-4%	91%[activator]	-5%
Cn1c(=O)c(C(=O)COc2ccc(C#N)cc2)c(N)n(Cc2ccccc2)c1=O	-2.1%	i	-17%	-1%	-17%	1%	-8%	-3%	-20%
Cc1nn(-c2ccc(F)cc2)c(-n2cccc2)c1C(=O)N1CCN(c2ccc(F)cc2)CC1	-0.2%	?	-81%	18%	/	/	-12%	-38%	-16%
COc1cccc(NC(=O)c2sc3nc(C)c(C(=O)Nc4ccc(C)cc4C)c(-c4ccccc4Cl)c3c2N)c1	0.0%	/	-12%[9.27 µM]	-3%	/	/	5%	/	0%
CCN(CCNC(=O)C1CCN(S(C)(=O)=O)CC1)c1ccccc1	0.0%	i	-7%	-5%	-1%	-10%	-4%	4%	4%
Cc1ccc(N2CCN(C(=O)N3CCCC3)CC2)cc1C	-0.1%	/	?	19%	-15%	9%	0%	/	-9%
C=CCSc1nc(=O)n2cccc(C)c2n1	?	i	-17%	-2%	4%	2%	-6%	0%	-37%
FC(F)(F)c1nc(Sc2ncccc2C(F)(F)F)n[nH]1	0.3%	i	2%	-7%	-1%	-2%	0%	/	0%
c1ccc2c(c1)CCCC2C1=NCCN1 (configuration not stated)	-0.9%	i	-3%	-2%	25%	7%&-9%	4%	3%&9%	-12%
COc1cccc(NC=C2C(=O)OC(C)(C)OC2=O)c1	0.2%	i	0%	-4%	1%	0%	/	13%	1%
CCOCc1nnc(NC(=O)c2cccc(OC)c2)s1	3.4%	?	13%	-5%	1%	?	-2%	15%	-10%
CCOC(=O)N/N=C/c1ccc(OCCSc2ccc(Cl)cc2)c(OC)c1	6.0%	i	?	-18%	5%	14%	-4%	11%	-5%
Cc1ccccc1-c1cnc(C(O)c2ccc(-c3ccccc3)cc2)[nH]1 (configuration not stated)	3.3%	i	/	?	-13%	/	/	-18%	-84%
CC(C)C[C@@H](COCc1ccc(Cl)cc1)N1CCN(C(=O)c2ccc(Cl)cc2Cl)CCC1=O	0.6%	?	/	/	-19%	/	/	?	/
Cc1cccc(NS(=O)(=O)c2ccc3[nH]c4c(c3c2)CCCCCC4)c1	-4.6%	/	/	10µM*	/	/	-17%	/	20µM*
O=C(c1cc(COc2ccc(F)cc2Cl)on1)N1CCCCCCC1	3.3%	i	14%	1%	-21%	3%	0%	38%[activator]	-15%
Cc1ccc(CCNC(=O)CCCn2c(=O)c3ccccc3n(Cc3ccccc3C)c2=O)cc1	-0.1%	/	-10%	-14%	/	/	-4%	/	4%
CS(=O)(=O)N1CCN(c2ccccc2NC(=O)c2cc(Br)ccc2Cl)CC1	3.0%	i	-17%	-6%	-4%	-2%	4%	-14%	-13%
c1ccc2c(c1)Sc1cnccc1N2CC1CO1 (configuration not stated)	-0.7%	?	/	-2%	-2%	/	/	/	-21%
CSc1ccccc1NC(=O)C(C)N1C(=O)c2ccccc2S1(=O)=O (configuration not stated)	-0.6%	i	1%	-6%	1%	6%	2%	-8%	2%
COc1cc(NC(=O)c2ccc(Cl)cc2)c(OC)cc1NC(=O)CN1CCCCC1	5.3%	i	?	5%	-9%	?	-12%	41%[activator]	-22%
Cc1ccc(S(=O)(=O)/N=C(\c2ccccc2)N(C)S(=O)(=O)c2ccc(C)cc2)cc1	-0.9%	i	8%	-19%	0%	-10%	12%	-8%	-1%
COc1ccc(S(=O)(=O)N2CCCCCC2)cc1NC(=O)CC1OC(=O)c2ccccc21 (configuration not stated)	0.3%	i	-5%	-4%	4%	0%	-1%	0%	0%
CC1(C)OC(=O)C(=CNc2cccc(C(=O)O)c2)C(=O)O1	-0.1%	i	28%	8%	6%	0%	-6%	3%	8%
CCc1cc2c(cc3c(=O)n(CC(=O)NC4CCC(C)CC4)ncn32)s1 (configuration not stated)	0.4%	/	-4%	-12%	/	/	-6%	/	1%

Three entries from above, ordered by molecular weight, lowest first.
SMILES	Nrf2 ARE act	S2 tox	Nrf2 block	TGFb SMAD3 inh	EPAC2 antagonist	MCF10A rereplic	A549 viability	ATXN2 expr inh	HepG2 tox
CCOC(=O)c1sc(=S)n(CC)c1NC(=O)c1ccccc1	-0.5%	i	-3%	-6%	3%	-5%	2%	-27%	-34%
Cn1c(=O)c(C(=O)COc2ccc(C#N)cc2)c(N)n(Cc2ccccc2)c1=O	-2.1%	i	-17%	-1%	-17%	1%	-8%	-3%	-20%
COc1ccc(S(=O)(=O)N2CCCCCC2)cc1NC(=O)CC1OC(=O)c2ccccc21 (configuration not stated)	0.3%	i	-5%	-4%	4%	0%	-1%	0%	0%

Next section.
SMILES	Nrf2 ARE act	S2 tox	Nrf2 block	TGFb SMAD3 inh	EPAC2 antagonist	MCF10A rereplic	A549 viability	ATXN2 expr inh	HepG2 tox
CN1CCN(C(=O)c2ccc(CSc3nc4ccncc4n3Cc3ccc(F)cc3)cc2)CC1	-0.6%	i	0%	1%	-2%	-3%	9%	-14%	-16%
Cc1c(Cc2ccccc2)c(=O)oc2cc(OCC(=O)N3CCC(C(=O)O)CC3)ccc12	-0.2%	i	3%	6%	-16%	?	6%	-8%	-23%
CN(CC(=O)Nc1c(Cl)cccc1Cl)C(=O)CNC(=O)c1sc2ccccc2c1Cl	0.0%	i	?	-2%	10%	16%	-6%	/	-8%
CC(C)(C)c1ccc(C(=O)N2CCC2(C)C(=O)NCc2cccs2)cc1 (configuration not stated)	0.7%	i	/	-21%	-2%	/	/	-17%	-27%
O=C(O)COCC(=O)N1CCN(c2cc(C(F)(F)F)nc3ccccc23)CC1	-0.8%	i	-5%	2%	1%	5%	-1%	0%	-9%
COC(=O)c1cc2sc(Cl)cc2n1CC(=O)N1CCCc2ccccc21	?	i	0%	8%	13%	-6%	-10%	-6%	6%
CCOc1cc(/C=N/n2cnnc2)ccc1OS(=O)(=O)c1ccc(C)cc1	4.1%	i	0%	-17%	-5%	-10%	9%	-11%[11.3 µM]	5%
COc1ccccc1C=C1SC(=S)NC1=O	-0.4%	i	-2%	10%	-23%	17%	-17%	19%	-26%
CC(C)c1ccc(NC(=O)c2cnn(-c3ccccc3)c2NC(=O)c2ccco2)cc1	0.2%	?	/	-19%	1%	0%	-1%	4%	-9%
Cc1ccc2c(=O)cc(C(=O)Nc3ccc(S(=O)(=O)Nc4onc(C)c4C)cc3)oc2c1C	-0.2%	i	12%	1%	/	/	13%	9%	4%
O=C(NCCc1nc2ccccc2[nH]1)c1ccc(Cl)c([N+](=O)[O-])c1	3.7%[9.22 µM]	i	13%	-30%	-1%	8%	0%	6%	-44%
CNc1c2cccc(C)c2nc2c(C(=O)NCCN(C)C)cccc12	-1.5%	/	1.5µM*	1.1µM*	32%[activator]	-11%	4.6µM*	?	-7%
Nc1nc(C2CCCCC2)cs1	-0.5%	i	7%	2%	5%	-8%	0%	7%	-2%
CCN(c1ccccc1)S(=O)(=O)c1ccc(Cl)c(NC(=O)CN(C)Cc2cccc(F)c2)c1	0.1%	i	?	-11%	0%	?	13%	-12%	-10%
COc1ccc(S(=O)(=O)NCc2ccc3c(c2)OCO3)cc1C(=O)O	0.0%	i	5%	5%	10%	0%	-4%	0%	-2%
CC(C)(C)OC(=O)NCCCC[C@H](NC(=O)c1nc[nH]c1C(=O)N1CCc2ccccc2C1)C(=O)OC(C)(C)C	1.1%	?	?	-5%	-23%	17%	-7%	-19%	-16%
